bCat nuc transl – modulators of beta-catenin nuclear translocation, primary screen, imaging, HeLa cells, immunofluorescence, high-content; nuclear translocation activity, % at 5 µM; hit rate 0.3% among 190,000;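 active means nuclear translocation activity above 50% at 5 µM, with a well cell count of 50 or more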;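 further: per-cell ratio of nuclear to cytoplasmic median beta-catenin stain intensity; plate controls were DMSO negative control for no effect and GSK-3 inhibitor IX positive control for full effect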
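Assay system: human HeLa cells, native beta-catenin; doses: 5 µM primary, 0.02–20 µM confirmation; incubation: compound treatment 24 h, 37°C, 5% CO2; technique: fluorescence imaging of beta-catenin antibody stain plus DAPI; measure: % activation, nuclear-to-cytoplasmic median beta-catenin signal ratio per cell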
T cell HTS – modulators of CD8 T cell-vesicle binding, primary screen, mouse 2C CD8+ T cells, flow cytometry; hit rate 0.068% among 330,000; AID 2052, 2009; calls only at 7 µM; 2C CD8+ T cell-vesicle binding; active compounds read low;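 active means response, share of CD8 T cells binding vesicles, and their 90th percentile fluorescence all below set limits, cut at about 80% in these data, passing the limit was not always enough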
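Incubation: binding step 1.5 h, 37 °C, antibody labelling 20 min, ice; system: murine 2C transgenic CD8+ T lymphocytes; technique: cytometric PE anti-B7-1 and Alexa647 anti-CD8 signals after 1% paraformaldehyde fixation; also added: QL9-charged Drosophila Ld/ICAM-1/B7-1 vesicles; control set: naked versus QL9-loaded vesicles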
Autophagy HCS – autophagy modulators in MEF cells, primary screen, imaging, high-content, MEF GFP-LC3. hit rate 0.98% among 190,000. calls only at 10 µM (by protocol). MEF GFP-LC3 puncta imaging; test concentration mostly 10 µM;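 active means percentage of spot-positive cells more than 3 SD above its plate mean, without a fluorescence outlier flag or 80% toxicity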;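 further: spot-positive cell cutoff set from DMSO-treated cells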
P. falciparum M17LAP – P. falciparum M17LAP inhibitors, primary screen, biochemical, fluorogenic H-Leu-NHMec substrate, 1536-well (AID 1619). recombinant M17LAP, H-Leu-NHMec fluorogenic kinetic assay; higher % means a stronger effect. inhibition, % at 30 µM, or IC50 in µM where a hit was titrated. hit rate 0.38% among 220,000. Leucine aminopeptidase (Plasmodium falciparum (isolate 3D7));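 active means compound inhibiting the enzyme by more than half at any dose during confirmatory dose-response retesting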;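 further: plate controls were full reaction with DMSO carrier for no effect and no enzyme background for full effect; strong numbers were not always called active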
Dynein transport – inhibitors of GR-EGFP nuclear translocation, primary screen, dynein cargo transport inhibitor project, imaging, high-content, 3617.4 mouse cells. test concentration mostly 20 µM; stimulated with dexamethasone, 1 µM; active compounds read low. z-score, hits read low. hit rate 0.47% among 220,000;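 active means plate z-score of nuclear minus cytoplasmic receptor signal below a set negative limit, without overly bright fluorescence or cell loss, cut at about -3.5 in these data, passing the limit was not always enough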;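 further: z-score of nuclear minus cytoplasmic ring GR-EGFP intensity difference per well; some compounds called inactive have numbers as strong as hits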
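medium = tetracycline-free induction medium containing charcoal-stripped FBS | probe or stimulus = dexamethasone, 1.0 µM final | timing = 48 h induction, then 1 h compound, then 30 min agonist, 37 °C | detection = automated 10x imaging of fixed Hoechst-stained cells | read-out basis = nuclear versus cytoplasmic GR-EGFP signal, averaged per well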
MT stabilizer – microtubule stabilizers in HeLa cells, primary screen, imaging, high-content imaging. HeLa tubulin immunostaining HCS, 24 h; share of cells brighter than vehicle mean+2SD. % tubulin-high responders, % at 10 µM. hit rate 0.83% among 200,000. AID 2205, 2009;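 active means plate Z-score above 3 for both tubulin-high and condensed-nucleus cell shares, with cell loss under 80%, at 10 µM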;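 further: anti alpha tubulin signal scored within the nucleus-defined area of each cell; some results filed as inactive read as strong as hits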
P. falciparum M1AAP – P. falciparum M1AAP inhibitors, biochemical, fluorogenic H-Leu-NHMec substrate, 1536-well (AID 1445) | Aminopeptidase N (Plasmodium falciparum (isolate 3D7)) | recombinant M1AAP, H-Leu-NHMec fluorogenic kinetic assay; higher % means a stronger effect | inhibition, % at 30 µM, or IC50 in µM where a hit was titrated | hit rate 0.42% among 220,000;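 active means primary inhibition above the hit cutoff, then over 50% inhibition at one or more dose response concentrations, cut at about 23% in these data, passing the limit was not always enough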;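 further: plate controls were DMSO full reaction for no effect and no enzyme background for full effect; strong numbers were not always called active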
WT yeast gro inh – growth inhibition of WT strain, primary screen, mitochondrial fusion inhibitor project, WT and mutant strains, chemical genetic. mitochondrial fusion phenotypic screen. AID 1362, 2008. inhibition, % at 10 µM. hit rate 2.1% among 190,000; in the data active means inhibition above about 58%; tested in S. cerevisiae
Yfh1-off respiration – enhancers of respiration in Yfh1-depleted yeast, dose response, Friedreich's ataxia, plus single-dose screen (AID 1465); S. cerevisiae Yfh1-off respiration, WST-1 reduction, 72 h; higher fold induction means a stronger effect; hit rate 0.074% among 220,000; one-dose fold induction at 50 µM; EC50 in µM for titrated hits;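 active means fold induction of absorbance versus untreated yeast above a set limit, then at least 30% activation at any dose in follow-up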;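 further: activators that raise dye reduction in frataxin-depleted yeast; strong numbers were not always called active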
WT yeast gro inh mutant strain – also measured in WT yeast gro inh; calls as there; inhibition, %; mitochondrial fusion phenotypic screen, mutant strain inhibition
Dynein transport cytoplasmic EGFP – recorded beside Dynein transport, whose call it bears; z-score; measured here: cytoplasmic GR-EGFP intensity; active compounds read high
Dynein transport nuclear GR-EGFP – also measured in Dynein transport; calls as there; z-score; measured here: nuclear GR-EGFP intensity;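 lower value marks the stronger effect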
Dynein transport cell count – also measured in Dynein transport; calls as there; z-score; measured here: cell count per field
bCat nuc transl cell count 5 µM – recorded beside bCat nuc transl, whose call it bears; cell count; measured here: cell count, cytotoxicity flag
T cell HTS vesicle-bound % – recorded beside T cell HTS, whose call it bears; double positive events, %; measured here: CD8+ vesicle-bound cell fraction;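 binding gate set so that unloaded-vesicle control wells show 10% double positive cells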
MT stabilizer Hoechst-high % – also measured in MT stabilizer; calls as there; % Hoechst-high responders; measured here: nuclear condensation Hoechst responders;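 share of cells brighter than vehicle mean plus two SD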
MT stabilizer cytotoxicity % – recorded beside MT stabilizer, whose call it bears; toxicity, %; measured here: cytotoxicity by cell density;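 0% = mean cell density of plate MIN control wells and 100% = no cells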
Autophagy HCS cell loss 18 h – second read-out of Autophagy HCS, no call of its own (marks repeat the call); toxicity, %; measured here: cell loss, nuclei count;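 cell loss after 18 h compound exposure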
An asterisk follows results filed as active; i = inactive; . = not tested or not shown.

SMILES	bCat nuc transl	bCat nuc transl cell count 5 µM	T cell HTS	T cell HTS vesicle-bound %	Autophagy HCS	Autophagy HCS cell loss 18 h	P. falciparum M17LAP	Dynein transport	Dynein transport cytoplasmic EGFP	Dynein transport nuclear GR-EGFP	Dynein transport cell count	MT stabilizer	MT stabilizer Hoechst-high %	MT stabilizer cytotoxicity %	P. falciparum M1AAP	WT yeast gro inh	WT yeast gro inh mutant strain	Yfh1-off respiration
CCN(CC)S(=O)(=O)c1ccc(NC(=O)COC(=O)c2cnc(C)cn2)cc1	0.9	942	i	42	i	-1	-1%	1.9	-0.3	1.1	-0.87	3.0	4.0	7.3	-1%	-15	3	i
Cc1cc(C)cc(N(CC(=O)Nc2c(C)n(C)n(-c3ccccc3)c2=O)S(C)(=O)=O)c1	-3.1	951	i	15	i	-48	-7%	-0.85	-0.3	-0.2	0.64	3.6	2.5	12	-9%	0	-11	i
COc1cc(Nc2cc(C)nc3ncnn23)cc(OC)c1	0.6	1076	i	20	i	4	13%	0.6	-0.23	0.44	0.69	8.0	4.0	3.9	6%	-11	-2	i
COc1ccc(/C=C/C(=O)Oc2ccc(/C=N\NC(=O)c3ccc(F)cc3)cc2)cc1	-0.5	1102	i	44	i	-9	2%	0.2	-0.13	0.24	-0.4	9.5	1.2	8.7	-1%	6	0	i
Cc1c(Cl)cccc1NC(=O)CNc1ccccc1F	-0.8	1139	i	28	i	10	-8%	-0.56	-0.14	-0.22	-0.63	9.5	1.1	15	5%	-10	-10	i
NCc1oc(-c2ccccc2)cc1C(=O)O	-0.1	1090	i	45	i	-13	0%	1.2	-0.21	0.21	-0.46	3.5	1.4	15	0%	7	-1	i
CCC(CC)C(=O)Nc1ccc(C)c(O)c1	0.8	1398	i	17	i	-1	9%	-0.59	-0.14	0.017	0.89	3.1	1.9	2.5	10%	-4	9	.
O=C(O)CCN1C(=O)c2ccc(NC(=O)Cc3ccc(Cl)cc3)cc2C1=O	-1.3	1219	i	51	i	11	-31%	-0.099	-0.31	-0.11	0.95	2.9	2.2	1.9	6%	-1	-1	i
COc1ccc(C2c3c(oc4ccc(C)cc4c3=O)C(=O)N2c2cc(C)ccn2)cc1OC (stereo unspecified)	-0.8	1062	.	.	i	0	11%	-0.094	-0.27	-0.097	0.66	3.0	3.1	8.1	3%	13	22	i
CCn1c(=O)cc(O)c2c(=O)n(C)c(=O)n(C)c21	0.3	820	i	43	i	92	-9%	1.5	0.014	1.5	-1.6	2.8	3.1	16	-9%	1	-12	.
COCCNC(=O)CNC(c1ccccc1)c1ccccc1	1.2	1129	i	40	i	2	-5%	-0.61	-0.3	-0.16	0.82	2.1	1.9	9.7	-6%	1	16	i
C[N+]1(C2CCC3CCCC2C3O)CCCCC1 (stereo unspecified)	0.3	1530	i	62	i	24	8%	-0.2	-0.21	-0.18	0.11	2.8	1.8	0.1	12%	3	-3	i
CCc1cccc2c1NC(=O)C2(O)CC(=O)c1cccs1 (stereo unspecified)	-0.3	1526	i	53	i	10	2%	0.53	-0.33	0.69	0.04	4.1	3.0	7.0	5%	-7	6	i
CCc1nnc(NC(=O)c2ccc(S(=O)(=O)N(CC)CC)cc2)s1	-3.4	1263	i	31	i	-9	10%	-0.92	-0.29	-0.44	0.63	2.6	2.5	1.3	12%	10	5	i
CCOC(=O)c1ccccc1NC(=S)N1CCC(N2CCCCC2)CC1	-1.8	599	i	40	i	3	2%	-0.17	-0.29	-0.42	0.57	2.1	3.3	5.4	9%	-17	-2	i
O=C(Cc1ccccc1)Nc1ccc(N2CCN(Cc3ccccc3F)CC2)cc1	.	.	i	24	i	-8	-4%	-0.25	-0.11	0.18	-0.46	2.2	1.2	5.5	3%	2	-26	i
CCC(=O)NC(=S)Nc1ccc(NC(=S)NC(=O)c2ccccc2)cc1	1.7	1469	.	.	i	17	4%	-0.79	-0.21	-0.59	-0.16	1.7	1.9	2.8	8%	.	.	i
CCN(CC)CCNC(=O)CNC(=S)N(CCCN1CCOCC1)Cc1cccs1	2.8	903	i	23	i	-1	-4%	-0.089	-0.21	0.25	1	3.5	1.9	24	-1%	9	12	i
Cc1ccc2nc(N3CCC(C(=O)O)CC3)nc(-c3ccccc3)c2c1	1.8	1129	i	38	i	-2	-8%	-0.57	-0.19	-0.25	0.52	3.9	3.2	2.2	11%	4	29	i
COC(=O)CN(c1ccc(OC)c(OC)c1)S(C)(=O)=O	.	.	i	35	i	0	-2%	2	-0.037	0.79	-1.9	4.2	1.7	8.8	4%	-18	-29	i
Cc1ccc(S(=O)(=O)N(CC(=O)NC2CCCCCC2)c2ccccc2F)cc1	-0.4	995	i	8	i	-3	-13%	-0.026	-0.25	0.094	0.46	0.6	1.1	7.9	-5%	-1	5	i
Cc1ccc(OCC(=O)Nc2cccc(S(=O)(=O)N3CCCCC3)c2)c([N+](=O)[O-])n1	-1.5	1041	i	47	i	8	-3%	-0.25	-0.25	-0.29	0.46	11	1.9	3.9	3%	8	11	i
CC1(C)OC(c2ccccc2)=C/C(=C/C=N/NC(=O)c2ccncc2)O1	0.7	1582	i	29	i	-3	16%	1.2	-0.13	0.68	-1.5	1.1	0.8	5.0	6%	8	-14	i
O=S(=O)(Nc1nc2ccccc2nc1Nc1ccc(N2CCOCC2)cc1)c1cc(Cl)ccc1Cl	-1.4	520	i	53	i	22	13%	-0.38	0.12	-0.096	0.098	5.3	3.0	3.6	0%	52	20	i
COc1ccc(C2C(C(=O)N3CCN(C)CC3)c3cc(OC)c(OC)cc3C(=O)N2C)cc1 (stereo unspecified)	-1.6	964	i	65	i	-4	20%	-0.52	-0.18	-0.43	0.68	3.8	1.2	8.1	15%	-15	-4	i
NC(=O)c1ccccc1NS(=O)(=O)c1ccc(F)cc1	0.7	1575	i	46	i	2	-11%	0.17	-0.25	0.37	-0.16	2.8	1.3	5.3	9%	-15	-10	i
Cc1cc(C)nc(NC(=S)Nc2ccc(F)cc2F)c1	-4.1	1204	i	52	i	9	-5%	-0.84	-0.25	-0.42	0.74	2.7	2.0	0.9	7%	10	24	i
COc1ccc(C(CCNC(C)c2ccccc2)c2ccc(F)cc2)cc1 (stereo unspecified)	2.6	1028	i	37	i	0	-12%	-3.2	0.58	-1.8	-2.3	5.3	1.7	1.6	1%	59*	18*	i
CCCCNC(=O)CCC(=O)NNc1nc2ccccc2c2nc(-c3ccccc3)nn12	-4.6	548	i	47	i	-6	-25%	-0.62	-0.35	-0.68	0.91	2.3	3.5	4.7	-7%	-13	-13	i
Cc1ccc(-n2c(SCC(=O)Nc3cccc(S(N)(=O)=O)c3)nc3ccccc32)cc1	0.7	933	i	28	i	-4	2%	-0.24	-0.16	-0.46	0.38	1.1	4.8	10	13%	-29	4	i
C(=C\c1ccccc1)/C=N/Nc1nc(N2CCCCC2)nc(N2CCCCC2)n1	-0.1	1360	i	32	i	-1	-8%	-0.41	-0.2	-0.25	0.58	2.2	1.2	4.4	2%	6	4	i
Cc1cc(Cl)ccc1C(=O)C1CCCN(C(=O)CCN2CCCO2)C1 (stereo unspecified)	-0.5	1027	i	24	i	-25	-3%	2.6	-0.24	1.8	-1.5	1.8	3.3	4.3	8%	14	12	i
CSc1nc(C)c2c(n1)N(c1ccc(C(C)C)cc1)CC2	-1.6	1407	i	11	i	-6	4%	0.37	-0.24	0.9	0.18	2.4	2.3	8.3	4%	19	23	.
COc1cc2cc(CN(C(=O)NC3CCCCC3)C3CCCC3)c(=O)[nH]c2cc1OC	-4.7	941	i	58	i	11	0%	1.5	-0.33	0.77	-0.72	3.7	2.7	8.2	-4%	10	20	i
COC(=O)[C@@H](NC(=O)Nc1ccccc1F)C(C)C	-0.1	1140	i	50	i	39	25%	-0.39	-0.22	0.15	0.16	1.8	1.3	5.9	8%	1	13	i

By substructure: the compounds so far containing an aryl thioether with sulfur outside any ring
SMILES	bCat nuc transl	bCat nuc transl cell count 5 µM	T cell HTS	T cell HTS vesicle-bound %	Autophagy HCS	Autophagy HCS cell loss 18 h	P. falciparum M17LAP	Dynein transport	Dynein transport cytoplasmic EGFP	Dynein transport nuclear GR-EGFP	Dynein transport cell count	MT stabilizer	MT stabilizer Hoechst-high %	MT stabilizer cytotoxicity %	P. falciparum M1AAP	WT yeast gro inh	WT yeast gro inh mutant strain	Yfh1-off respiration
Cc1ccc(-n2c(SCC(=O)Nc3cccc(S(N)(=O)=O)c3)nc3ccccc32)cc1	0.7	933	i	28	i	-4	2%	-0.24	-0.16	-0.46	0.38	1.1	4.8	10	13%	-29	4	i
CSc1nc(C)c2c(n1)N(c1ccc(C(C)C)cc1)CC2	-1.6	1407	i	11	i	-6	4%	0.37	-0.24	0.9	0.18	2.4	2.3	8.3	4%	19	23	.
